Bioassay records from PubChem.
MEP2 TOR yeast = yeast TOR pathway MEP2-GFP modulation | S. cerevisiae MEP2-GFP strain, flow cytometry GFP, 3 h; 100% = DMSO control level | GFP response vs DMSO, % at 10 µM | 330,000 compounds, 0.51% hits | AID 2016;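 active = GFP response versus DMSO above a set limit, roughly screen mean plus 3 SD, cut at about 180% in these data; inconclusive = fewer than 70 cells counted for a yeast strain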;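 also: median GFP fluorescence of the barcode-gated MEP2-GFP cells per well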
RPL19A-GFP yeast = modulators of TOR pathway RPL19A-GFP in S. cerevisiae; S. cerevisiae RPL19A-GFP strain, flow cytometry, 3 h; hits give low values; percent response vs DMSO, % at 10 µM; 330,000 compounds, 0.3% hits; AID 2025;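 active = percent response vs DMSO below 50%; inconclusive = fewer than 70 events counted for the yeast strain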;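 also: median channel GFP fluorescence of the barcoded RPL19A-GFP strain; ratio of sample median GFP to plate DMSO average so 100% = DMSO; lower means less RPL19A-GFP as with rapamycin TOR inhibition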
CIT2-GFP yeast = modulators of TOR pathway CIT2-GFP in S. cerevisiae | S. cerevisiae CIT2-GFP strain, flow cytometry, 3 h; 100 means same as DMSO wells | GFP response vs DMSO, % at 10 µM | 320,000 compounds, 0.065% hits | AID 2029;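 active = GFP response relative to DMSO above a set limit, near the screen mean plus 3 SD, cut at about 150% in these data; inconclusive = Fewer than 70 cells measured for a yeast strain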;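 also: ratio of well median GFP fluorescence to mean of DMSO wells on the plate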
VLA-4 inh = inhibition in a human VLA-4 binding assay; P13612; VLA-4 expressing cells, ligand binding flow cytometry; inhibition, % (about 7 µM as worked out from the volumes in the protocol); 330,000 compounds, 0.2% hits; in the data active = inhibition above about 50%
AGP1-GFP MLPCN = alters AGP1-GFP fluorescence in TOR pathway yeast screen | S. cerevisiae AGP1-GFP multiplex flow cytometry, 3 h; GFP as percent of DMSO wells | GFP response vs DMSO, % at 10 µM | 320,000 compounds, 0.02% hits | AID 2066;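 active = GFP response relative to DMSO above a set limit, near screen average plus 3 SD, cut at about 150% in these data; inconclusive = fewer than 70 cells counted for the yeast strain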;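 also: median GFP channel fluorescence of the gated AGP1 strain per well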
JMJD2C inh = blocks human GASC-1 demethylase activity; 330,000 compounds, 0.069% hits; inhibition, % at 2.35 µM; GST-JMJD2C(1-420) H3K9me3 demethylation, DELFIA europium;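 active = more than half of a compound's replicate wells show inhibition beyond 50%, single wells judged on their own value; inconclusive = some, but no more than half, of replicates pass 50% inhibition; inactive = no replicate passes 50% inhibition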;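 also: signal counts dimethyl H3K9 product captured on neutravidin plate; 0% = median of DMSO wells and 100% = 0.3 times that DMSO median; strong numbers were not always called active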
Target sequence (Q9H3R0 1-420 limits assumed): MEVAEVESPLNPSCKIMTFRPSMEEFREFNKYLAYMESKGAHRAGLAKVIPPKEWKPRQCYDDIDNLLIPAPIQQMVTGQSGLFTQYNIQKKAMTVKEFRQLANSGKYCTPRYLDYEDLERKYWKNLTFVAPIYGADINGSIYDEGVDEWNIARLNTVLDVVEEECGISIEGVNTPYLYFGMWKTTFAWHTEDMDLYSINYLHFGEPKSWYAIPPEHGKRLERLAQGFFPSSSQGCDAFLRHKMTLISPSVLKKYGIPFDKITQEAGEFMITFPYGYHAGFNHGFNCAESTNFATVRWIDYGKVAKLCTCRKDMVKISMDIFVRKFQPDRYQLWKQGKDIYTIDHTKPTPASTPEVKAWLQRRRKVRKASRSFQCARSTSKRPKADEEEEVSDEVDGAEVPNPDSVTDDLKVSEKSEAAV
GRK2 aptamer HTS = human GRK2 inhibition via aptamer displacement. P25098. bead flow cytometry, FAM-aptamer displacement from GRK2. inhibition of aptamer binding, % at 10 µM. 330,000 compounds, 0.59% hits;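 active = inhibition of aptamer binding above 40%, roughly 3 SD of noise, on plates passing a quality check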;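 also: median bead fluorescence of bound FAM aptamer so fluorescent compounds give negative values; no value below 0 was filed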
Target sequence (P25098 whole entry, looked up): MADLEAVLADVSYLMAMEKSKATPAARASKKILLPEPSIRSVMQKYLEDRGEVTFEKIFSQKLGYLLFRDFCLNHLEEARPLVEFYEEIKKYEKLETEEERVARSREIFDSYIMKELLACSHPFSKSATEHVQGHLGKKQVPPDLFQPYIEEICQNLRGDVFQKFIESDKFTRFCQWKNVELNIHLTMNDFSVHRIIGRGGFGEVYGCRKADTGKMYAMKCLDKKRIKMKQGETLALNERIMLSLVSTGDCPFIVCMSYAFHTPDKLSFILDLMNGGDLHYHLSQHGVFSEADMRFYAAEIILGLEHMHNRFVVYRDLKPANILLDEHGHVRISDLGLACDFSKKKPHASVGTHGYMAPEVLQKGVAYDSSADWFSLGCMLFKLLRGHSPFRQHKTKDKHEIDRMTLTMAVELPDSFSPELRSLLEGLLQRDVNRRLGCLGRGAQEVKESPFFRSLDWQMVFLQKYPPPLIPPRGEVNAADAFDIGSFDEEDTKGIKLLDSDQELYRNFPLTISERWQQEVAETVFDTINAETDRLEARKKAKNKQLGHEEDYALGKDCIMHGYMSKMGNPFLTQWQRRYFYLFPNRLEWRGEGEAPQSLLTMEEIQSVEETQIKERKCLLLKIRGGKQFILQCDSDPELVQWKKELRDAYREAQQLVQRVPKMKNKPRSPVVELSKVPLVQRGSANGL
LAP4 TOR yeast = alters LAP4-GFP fluorescence in TOR pathway yeast screen; 320,000 compounds, 0.34% hits; GFP response vs DMSO, % at 10 µM; S. cerevisiae LAP4-GFP multiplex, flow cytometry GFP, 3 h; median GFP as percent of DMSO wells; AID 2023;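 active = GFP response vs DMSO above a set limit, about the screen mean plus 3 SD, cut at about 150% in these data; inconclusive = under 70 cell events counted for the yeast strain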
Active calls of the source: *; ? = inconclusive; nt = no result given; & = joins results of further samples; [ ] = dose if it differs, or a comment.

SMILES	MEP2 TOR yeast	RPL19A-GFP yeast	CIT2-GFP yeast	VLA-4 inh	AGP1-GFP MLPCN	JMJD2C inh	GRK2 aptamer HTS	LAP4 TOR yeast
Cc1ccc(NC(=O)NC(=O)CN2C(=O)NC3(CCc4ccccc43)C2=O)c(C)c1 (stereo not drawn)	96	100	nt	12	93	0	4	87
C=CC[C@@H](CC(=O)N(CCO)Cc1ccccc1)C(=O)N[C@H](COC(=O)[C@@H](CC=C)Cc1ccc(F)cc1)C(C)(C)C	97	102	110	19	108	3	2	100
CCn1cc(C(=O)NCCC(=O)NC(C)C)c(=O)c2cc3c(cc21)OCO3	109	109	106	1	111	-11	1	103
Cc1cc(C)c(-c2csc(NC(=O)C3=COCCO3)n2)cc1C	100	98	93	10	103	3	4	111
Cc1cc([N+](=O)[O-])nn1CC(=O)Nc1sc2c(c1C(N)=O)CCCC2	95	98	99	-20	101	4	4	96
COc1nc(-c2ccccc2)ccc1-c1noc(-c2cccs2)n1	102	101	98	-19	107	-22	1	101
O=C(CN1CCN(S(=O)(=O)/C=C/c2ccccc2)CC1)NCC(F)(F)F	107	105	113	-1	109	3	1	104
O=C1NCCN/C1=C\C(=O)c1ccc(Cl)cc1	100	95	97	3	95	?	0	110
COc1ccc(-c2nn(-c3ccccc3)cc2/C=C/C(=O)NCCCn2ccnc2)cc1OC	115	106	109	20	105	6	0	106
O=C(Nc1ccc2c(c1)OCCO2)C1CCN(c2ncccn2)CC1	93	92	88	0	97	0	4	97
CCOc1cc(/C=N/NC(=O)C(C)Sc2ccccn2)ccc1O (stereo not drawn)	102	102	111	nt	105	-2	3	82
C[C@]12c3[nH]c4ccccc4c3CCN1C(=O)C(CC(=O)NCc1ccco1)C[C@@H]2C(=O)N1CCOCC1 (stereo partly drawn)	96	97	101	11	98	3	2	89
C=CCOc1c(Br)cc(/C=C(\C#N)C(N)=O)cc1OC	101	99	90	8	100	16	0	95
CN1CCN(c2nc3c(c(=O)n(C)c(=O)n3C)n2CCSc2nnnn2-c2ccccc2)CC1	100	98	92	8	104	-21	2	108
COc1cccc(CNC(=O)C(C(=O)NCc2cccc(OC)c2)c2ncc(C(F)(F)F)cc2Cl)c1	91	102	98	-3	99	0	0	88
Cc1noc(C)c1S(=O)(=O)Nc1ccc(C(=O)N2CCN(c3ccc(F)cc3)CC2)cc1	109	111	107	8	104	8	2	104
O=C(Nc1ccccc1C(=O)O)c1ccc(NC(=O)C2CC2)cc1	105	116	106	16	106	-12	1	96
CN(C)/C=C/C(=O)c1ccc(Br)s1	111	110	107	2	98	-9	0	102
CCOc1ccc(Oc2ccc(Cl)cc2N)cc1	92	96	83	-6	94	-3	0	109
COc1ccc(N2C(=O)C3C(c4ccc(OC)cc4O)NC(Cc4ccccc4)(C(=O)O)C3C2=O)cc1 (stereo not drawn)	96	96	101	1	102	-1	1	104
COc1cccc(-c2nnc(SCc3nc4ccccc4s3)n2C)c1	98	99	101	-1	99	3	0	100
COc1cccc(C(=O)C2=NN(C(C)=O)CC2c2ccco2)c1 (stereo not drawn)	97	97	97	0	102	-6	2	105
CC(C)(C)c1cc[n+](-c2[nH]c(=O)sc2/C=N/NC(=O)c2ccccc2[O-])cc1	101	101	101	3	94	-15	0	89
O=C(Oc1ccc2c3c(c(=O)oc2c1)CCC3)c1ccco1	97	93	87	-21	82	7	0	116
Cc1cc(NC(=O)c2cc(-c3ccco3)on2)no1	107	99	101	-3	108	-3	3	117

Copied from the list:
`CN(C)/C=C/C(=O)c1ccc(Br)s1` in GRK2 aptamer HTS → 0
`CCOc1ccc(Oc2ccc(Cl)cc2N)cc1` in RPL19A-GFP yeast → 96

Other entries follow.
SMILES	MEP2 TOR yeast	RPL19A-GFP yeast	CIT2-GFP yeast	VLA-4 inh	AGP1-GFP MLPCN	JMJD2C inh	GRK2 aptamer HTS	LAP4 TOR yeast
O=C(O)c1cccc(NC(=O)c2ccc3c(c2)C(=O)N(c2ccccc2)C3=O)c1	376*[may fluoresce violet]	86[may fluoresce violet]	?	-17	?	-11	0	50[may fluoresce violet]
C=CCn1cc(CN2CCC(C(=O)Nc3cccc(-c4cccc(Cl)c4)c3)CC2)c(C)n1	105	104	104	18	105	2	8	108
COc1ccc(OCCCON2C(=O)c3ccccc3C2=O)cc1	79	91	75	0	84	-11	0	100
COc1cc(C2NC(=S)NC(C)=C2C(=O)Nc2cc(C)cc(C)c2)ccc1O (stereo not drawn)	107	105	95	0	110	-4	0	103
CCOC(=O)C1(Cc2cccc(F)c2)CCN(Cc2ccon2)CC1	98	91	93	5	90	-3	0	89
CCCCn1c(N)c(N(CC(C)C)C(=O)c2cccc(S(=O)(=O)N3CCN(C(C)=O)CC3)c2)c(=O)[nH]c1=O	106	95	93	-9	97	-2	0	101
Cc1ccc(C(C[N+](=O)[O-])Sc2ccc(N)cc2)cc1 (stereo not drawn)	101	89	90	20	97	2	2	201*
COc1ccc(C2/C=C\CN(C(=O)c3ccccc3)[C@H](Cc3ccccc3)C(=O)N2Cc2ccc(F)cc2)cc1 (stereo partly drawn)	94	103	89	11	93	-21	2	102
O=C(CCc1nnc2ccc(N3CCC4(CC3)OCCO4)nn12)NCc1ccccc1Cl	99	99	98	9	96	-2	0	103
CCn1c(SCc2ccc(F)cc2)nc2ccccc2c1=O	102	102	101	-1	104	-29	0	89
COC(=O)c1cc(NCc2ccc3c(c2)OCO3)ccc1N1CCOCC1	97	99	91	-3	95	7	2	98
CCn1c(=O)c(C(=O)Nc2ccccc2F)c(O)c2ccccc21	111	106	104	-14	102	-5	0	91
Cc1nc2ccc(NC(=O)N(C(C)C)C(C)C)cc2s1	102	102	108	7	106	3	0	98
COc1ccc(/C=N/NC(=O)CSc2nnc(CCCc3ccc(OC)c(C)c3)o2)cc1	101	98	98	6	100	7	0	96
CCC(=O)Nc1nc(C)c(-c2csc(Nc3ccccn3)n2)s1	?	?	?	-3	?	12	3	?
COc1ccc(CCN2C(=O)c3[nH]nc(-c4ccccc4O)c3C2c2ccccc2)cc1OC (stereo not drawn)	100	107	101	-3	108	-25	8	103
Cc1cc(NS(=O)(=O)c2ccc(NC(=O)Nc3ccccc3)cc2)no1	114	99	101	6	100	0	0	98
COc1c(C)cccc1C(=O)Nc1cc(Cl)ccc1N1CCOCC1	121	104	103	18	nt	-3	0	105
CCOc1ccc(N(CC(=O)N2CCCCCC2)S(=O)(=O)c2ccc(F)cc2)cc1	100	94	94	8	92	-23	1	88
CCc1nnc(NC(=O)CSc2nc3cc(OC)ccc3cc2C)s1	99	90	97	-7	98	-6	1	101
Cc1ccc(NCc2nnc(SCC(N)=O)o2)c(C)c1	106	101	107	4	107	11	3	104
Cn1cccc1Cc1nnc(SCC(=O)Nc2ccc3c(c2)OCCO3)n1CCc1ccccc1	108	96	100	-23	102	-1	0	103
Cc1cccc(N(CC(=O)NCc2ccc(F)cc2)C(=O)c2csnn2)c1C	93	96	98	3	96	-3	3	94
O=C(O)/C=C/c1ccc2ccccc2n1	95	115	85	-2	86	6	0	81
C=CCOC(=O)COc1ccc2c(C)c(CC)c(=O)oc2c1	102	101	108	-5	99	3	0	86

Next part
SMILES	MEP2 TOR yeast	RPL19A-GFP yeast	CIT2-GFP yeast	VLA-4 inh	AGP1-GFP MLPCN	JMJD2C inh	GRK2 aptamer HTS	LAP4 TOR yeast
O=C1NC(=Nc2ccccc2)S/C1=C\c1ccccc1	99	98	103	-4	87	-9	nt	85
O=S(=O)(NCc1nnc2c(C(F)(F)F)cc(Cl)cn12)c1ccccc1	105	102	101	6	109	10	0	108
Nc1ccc2ncccc2c1N	102	96	102	-32	101	1	6	103
CC(=O)NC(=S)Nc1ccc(NC(=O)COc2ccc(Cl)cc2)cc1	104	100	100	-28	101	-4	7	105
O=C(c1cccn2c(=O)c3ccccc3nc12)N1CCN(c2ccccn2)CC1	102	94	103	8	98	-4	2	99
COc1ccc2c(c1)C(NS(=O)(=O)OCC(Cl)(Cl)Cl)CCC2 (stereo not drawn)	90	91	63	43	76	-5	5	123
CCCOc1ccc(CCC(=O)N/N=C/c2ccco2)cc1	97	93	83	16	91	7	0	102
CC(C)C(=O)NCCSc1c[nH]c2ccccc12	96	104	94	1	93	-14	2	117
O=[N+]([O-])c1cc(S(=O)(=O)NC2=NCCCCC2)ccc1NCC1CCCCC1	96	99	97	37	103	-15	1	100
CCOC(=O)C1CCCN(Cc2nc(N)nc(Nc3ccc(C)cc3)n2)C1 (stereo not drawn)	102	100	85	-16	101	10	60*	94
CCCc1nnc(NC(=O)CCC(=O)NCCc2ccc(OC)c(OC)c2)s1	110	111	115	5	106	-2	2	102
CCOC(=O)N1CCC(NC(=O)c2cc(C(=O)Nc3ccc(OC)c(OC)c3)ccc2CO)CC1	84	98	97	-3	95	-31	0	nt
CCOc1ccc(CN2C(=O)c3ccccc3C2C(=O)NCC2CCCO2)cc1 (stereo not drawn)	95	94	87	4	102	1	0	104
CC(C)C(OC(=O)CN1C(=O)c2ccccc2C1=O)C(=O)NC1CCCCC1 (stereo not drawn)	100	104	96	-5	99	0	4	88
CCc1c(C)sc(NC(=O)CC#N)c1C#N	102	99	98	-18	107	0	0	102
CN1CCN(NC(=O)c2cccs2)CC1	?	83	79	12	?	4	2	79
O=C(CCNC(=O)c1ccc(Br)cc1)NCCCN1CCCC1=O	102	106	98	16	110	nt	7	107
CCc1ccc(CN(C)Cc2nc(Cc3cccc(C(F)(F)F)c3)no2)nc1	100	97	102	1	101	-3	1	101
Cc1cc(C)c(C(=O)N(CCN(C)C)CC2CCCN(Cc3ccccc3F)C2)o1 (stereo not drawn)	85	100	112	0	93	-13	0	71
O=C(CSc1nc2nc(-c3cccs3)cc(C(F)(F)F)c2c(=O)[nH]1)NCc1ccco1	101	98	90	6	101	11&-1	3	103
Cc1ccc2nsnc2c1S(=O)(=O)N1CCN(C)CC1	110	104	94	13	99	-17	0	101
COc1ccc(NC(=O)C(C)SCc2ccccc2)cc1OC (stereo not drawn)	93	98	102	7	96	20	0	87
CCN(CC)S(=O)(=O)c1ccc(N2CC(C(=O)NCc3cccnc3)CC2=O)cc1 (stereo not drawn)	106	102	104	3	101	7	0	101
COc1ccc(CC(=O)NCCC2=CCCCC2)cc1	101	96	98	-1	103	-8	0	101
Cn1c(=O)c2c(nc(CN3CCOCC3)n2CC(=O)c2ccccc2)n(C)c1=O	90	101	109	-14	99	-4	0	85

Continued.
SMILES	MEP2 TOR yeast	RPL19A-GFP yeast	CIT2-GFP yeast	VLA-4 inh	AGP1-GFP MLPCN	JMJD2C inh	GRK2 aptamer HTS	LAP4 TOR yeast
CCOc1ccc(N(C(C)C(=O)N2CCCC2)S(C)(=O)=O)cc1 (stereo not drawn)	111	99	107	8	100	-7	1	92
Cc1ccc(SCc2[nH]nc3c2C(C(C)C)C(C#N)=C(N)O3)cc1 (stereo not drawn)	101	98	nt	10	99	2	0	90
Cc1onc(-c2c(Cl)cccc2Cl)c1NC(=O)NN(C)C	92	99	83	-1	83	2	0	88
COc1ccc(-c2n[nH]c(=S)n2CC(C)C)cc1	101	106	113	0	112	-1	0	98
C=CCNC(=O)c1ccccc1NC(=O)Cc1ccccc1[N+](=O)[O-]	106	102	98	4	102	2	0	88
O=C(c1ccc(N2CCCCC2)c([N+](=O)[O-])c1)N1CCOCC1	102	99	110	9	94	-3	0	77
O=C(c1ccccc1)N1CCN=C1SCc1ccc([N+](=O)[O-])cc1	101	105	99	3	97	-2	2	91
CCOC(=O)c1nnc(-c2ccc(C)cc2)nc1Sc1cccc(Cl)c1	99	106	97	31	108	6	0	103
